Efa HMGR inh – inhibitors of E. faecalis class II HMGR, primary screen, biochemical, Enterococcus faecalis; HMG-CoA reductase (Enterococcus faecalis, mvaE); purified E. faecalis HMGR, NADPH absorbance 340 nm kinetic; inhibition, % at 10 µM; hit rate 0.41% among 190,000; AID 1066, 2008;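 active = inhibition above a set limit, the median over all tested compounds plus 3 SD, cut at about 9.5% in these data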;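 also: enzyme runs in reverse so mevalonate oxidation gives rising NADPH absorbance; 0% = complete reaction with DMSO and 100% = background rate lacking mevalonate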
PMI act – activators of human PMI, primary screen, biochemical, fluorescence intensity, near-Km mannose 6-phosphate. Mannose-6-phosphate isomerase (Homo sapiens), P34949. hit rate 0.005% among 190,000. AID 1214, 2008. activation factor at 20 µM. purified human PMI, coupled resazurin fluorescence, 20 min; stronger effect = higher value; 1 = vehicle control, 0 substrate-free wells;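 active = activation factor of 2 or more at 20 µM, relative to plate controls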
Target sequence (P34949 whole entry, looked up): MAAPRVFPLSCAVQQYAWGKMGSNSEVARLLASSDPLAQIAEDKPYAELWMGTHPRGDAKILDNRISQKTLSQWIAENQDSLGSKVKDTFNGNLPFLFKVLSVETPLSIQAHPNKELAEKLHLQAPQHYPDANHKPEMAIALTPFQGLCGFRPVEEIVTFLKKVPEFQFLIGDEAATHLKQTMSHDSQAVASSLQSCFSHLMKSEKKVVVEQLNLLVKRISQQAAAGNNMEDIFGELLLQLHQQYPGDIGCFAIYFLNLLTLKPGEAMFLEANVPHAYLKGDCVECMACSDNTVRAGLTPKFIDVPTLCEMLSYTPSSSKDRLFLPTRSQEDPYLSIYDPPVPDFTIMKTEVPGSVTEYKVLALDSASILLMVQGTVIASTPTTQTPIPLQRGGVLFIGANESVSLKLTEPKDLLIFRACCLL
TNAP inh hiacc – human TNAP enzyme inhibitors, primary screen, biochemical, luminescent, high phosphate acceptor level, uHTS | Alkaline phosphatase, tissue-nonspecific isozyme (Homo sapiens), P05186 | purified TNAP, CDP-star luminescence, 1 M DEA | inhibition, % at 20 µM | hit rate 0.03% among 200,000 | AID 1135, 2008;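 active = over 50% inhibition of tissue-nonspecific alkaline phosphatase at 20 µM in the single-dose screen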;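 also: plate controls were DMSO wells for no effect and EDTA-quenched wells as full inhibition for full effect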
Target sequence (P05186 whole entry, looked up): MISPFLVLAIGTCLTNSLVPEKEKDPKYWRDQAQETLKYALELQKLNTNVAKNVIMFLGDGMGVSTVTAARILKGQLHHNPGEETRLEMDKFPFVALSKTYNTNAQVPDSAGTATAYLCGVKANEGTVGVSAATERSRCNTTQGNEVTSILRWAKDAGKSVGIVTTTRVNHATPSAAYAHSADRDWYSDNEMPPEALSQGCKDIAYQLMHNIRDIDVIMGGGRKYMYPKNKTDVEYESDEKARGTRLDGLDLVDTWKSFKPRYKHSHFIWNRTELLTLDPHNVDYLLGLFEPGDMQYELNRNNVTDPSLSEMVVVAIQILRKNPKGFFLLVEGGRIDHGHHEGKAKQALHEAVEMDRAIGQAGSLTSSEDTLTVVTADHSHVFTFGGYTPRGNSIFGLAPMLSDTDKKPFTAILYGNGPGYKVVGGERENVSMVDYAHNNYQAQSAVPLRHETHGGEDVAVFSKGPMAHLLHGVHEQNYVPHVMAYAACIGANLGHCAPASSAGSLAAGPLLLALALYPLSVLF
Lmaj promast – Leishmania major promastigote growth inhibition, primary screen. Leishmania major promastigotes, resazurin fluorescence viability. inhibition, % at 10 µM. hit rate 9% among 200,000; in the data active = inhibition above about 50%;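 also: promastigotes grown with compound for 44 hours at 28 °C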
Redox H2O2 prof – compounds producing H2O2 with reducing agent – biochemical, NIH compound library profiling, artefact control for MLSCN library redox annotation, primary screen; DTT-dependent redox cycling H2O2, phenol red/HRP absorbance; 100% = 100 µM peroxide control, 0% = buffer; activation, % at 10 µM; hit rate 0.03% among 200,000;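 active = activation of at least 50% relative to the plate's high and low controls in the primary single-dose screen; inactive = activation below 50%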;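 also: compound incubated with DTT at 0.8 mM final as the reducing agent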
TNAP inh no acc – human TNAP enzyme inhibitors, primary screen, biochemical, luminescent, no phosphate acceptor, uHTS. AID 1012, 2008. purified TNAP, CDP-star luminescence, 30 min. inhibition, % at 20 µM. hit rate 0.26% among 200,000;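 active = tissue-nonspecific alkaline phosphatase inhibition above about 50% at 20 µM in the single-dose screen, limit read from the data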;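 also: 0% = DMSO negative control and 100% = EDTA positive control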
S1P3 antagonist – S1P3 receptor antagonists, primary screen, cell-based. Sphingosine 1-phosphate receptor 3 (Homo sapiens), Q99500. CHO S1P3 NFAT-BLA reporter, FRET fluorescence, antagonist mode. inhibition, % at 4.98 µM. hit rate 0.27% among 170,000. AID 485, 2006;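 active = inhibition above the plate cutoff, the mean inhibition of test wells on that plate plus 3 SD, cut at about 28% in these data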;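 also: cells challenged with S1P at its EC80 of 0.8 µM; blue over green emission ratio from cleaved BLA substrate after 4 h stimulation; 0% = S1P-stimulated wells and 100% = unstimulated DMSO-only wells; some compounds past the cut are filed as inactive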
PMI act satM6P – human PMI activators, high substrate, primary screen, biochemical, fluorescence intensity, near-saturating mannose 6-phosphate | activation factor at 20 µM | Mannose-6-phosphate isomerase (Homo sapiens), P34949 | hit rate 0.34% among 190,000 | AID 1216, 2008 | coupled PMI enzyme assay, resazurin fluorescence, 20 min; stronger effect = higher value; 1 = untreated enzyme, 0 = substrate-free blank;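 active = activation factor of 2 or more at 20 µM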
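Test system – human PMI in coupled enzyme assay · Timing – 20 min incubation at room temperature · Detection – Diaphorase-driven resazurin-to-resorufin fluorescence, excitation 544, emission 590 nm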
Hsp70 activator – Hsp70 transcriptional activators, primary screen, cell-based, HeLa, Hsp70 promoter luciferase, luminescence, 10 µM; HeLa Hsp70 promoter luciferase reporter; scaled: vehicle 0, proteasome-inhibitor control 100%; hit rate 0.04% among 200,000; activation, % at 10 µM; AID 1203, 2008;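 active = activation above the mean across all tested compounds plus 3 SD, cutoff set per campaign, cut at about 5.5% in these data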;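 also: 100% = MG132 at 30 µM as the positive control and 0% = DMSO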
RAM network inh – inhibitors of the yeast RAM network, primary screen, dse1pr::URA3 reporter, 5-FOA selection | S. cerevisiae dse1pr::URA3 reporter, 5-FOA growth OD615, 2 d; analog-sensitive cbk1-as2 kinase mutant strain | hit rate 1.8% among 190,000 | inhibition, % at 50 µM | AID 868, 2007;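 active = inhibition above a set limit, 3 SD over mean compound inhibition, cut at about 8.4% in these data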;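 also: 0% = DMSO-only wells with no growth and 100% = 10 µM 1-NA-PP1 full growth; inhibition rescues growth on 5-FOA so higher OD means more RAM inhibition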
The depositor's hits bear a star; . = no result given.

SMILES | Efa HMGR inh | PMI act | TNAP inh hiacc | Lmaj promast | Redox H2O2 prof | TNAP inh no acc | S1P3 antagonist | PMI act satM6P | Hsp70 activator | RAM network inh
CCc1ccc(NC(=O)C(NS(=O)(=O)c2cccc3nsnc23)c2ccccc2)cc1 (centres undefined) | -1 | 0.9 | -3 | 31 | -0.3 | -7 | -1 | 0.8 | -0.2 | 9.1*
O=C(Cc1ccccc1)c1ccc2c(c1)OCCO2 | 7 | 1 | -3 | -7 | -2.1 | 2 | -13 | 1 | 0.8 | 3.4
CCOc1ccccc1N(CC(=O)NC(C)(C)C)C(=O)Cn1nnc(-c2ccc(C)o2)n1 | -10 | 0.8 | -7 | 60* | 0.0 | -8 | -7 | 0.9 | 0.0 | 0.4
Cc1ccc(NC(=O)CCn2nnc3ccccc32)c(C)c1 | -1 | 0.9 | -8 | -1 | 0.3 | -8 | -10 | 1 | -0.3 | 0.5
Cc1nc2ncnn2c(Nc2ccc3c(c2)OCO3)c1Cc1ccccc1 | 0 | 1.1 | 2 | 14 | 2.2 | 24 | 16 | 1.1 | -0.2 | 0.5
CC(C)(C)NC(=O)CSC(=Nc1ccccc1F)NC#N | -4 | 0.8 | -1 | 21 | 3.8 | -6 | . | 0.9 | -0.1 | 0.6
CC(C)NS(=O)(=O)c1ccc(NC(=O)Cc2cccs2)cc1 | 2 | 1 | -2 | 35 | 0.2 | -14 | 6 | 1 | 0.5 | 1.4
CCc1c(C)nc(SCC(N)=O)c(C#N)c1C | 0 | 1 | 1 | -7 | 1.1 | -10 | . | 1 | 0.2 | 1.2
Cc1ccc2c(c1)c1nnc(SCC(=O)N3CCCc4ccccc43)nc1n2CC(=O)O | -2 | 1.1 | -1 | 6 | -0.2 | -5 | 5 | 1 | 0.1 | 5.5
COc1ccc(OCCNC(=S)Nc2cccc3ccccc23)cc1 | 0 | 0.9 | -3 | 3 | 2.9 | -2 | . | 0.9 | 0.0 | 3.8
CCc1ccccc1NC(=S)NNC(=O)c1ccccc1Cl | -5 | 1 | -6 | -3 | -0.4 | -132 | 3 | 1 | -0.1 | 2.3
CCOC(=O)CN1C(=O)CN(c2ccc(C)c(C)c2)C1=O | 1 | 1 | -3 | 24 | -0.4 | 1 | -8 | 1 | -0.3 | 0.4
CC(C)(C)OC(=O)N1CCN(c2ccc([N+](=O)[O-])cc2)CC1 | -2 | 0.9 | 6 | 0 | -1.9 | 3 | 0 | 1 | 0.0 | 0.5
CCOC(=O)C1CN(S(=O)(=O)c2ccc(C)cc2)c2cc(S(=O)(=O)CC)ccc2O1 (centres undefined) | -1 | 0.8 | -1 | -4 | 2.0 | -6 | . | 0.9 | -0.4 | 7.6
CC(C)NS(=O)(=O)c1ccc(CCC(=O)Nc2ccc3c(c2)OCO3)cc1 | -2 | 1 | -6 | 2 | 1.0 | -18 | . | 1 | 0.0 | 0.8
O=C(c1cnn2ccccc12)N1CCc2ccccc21 | 1 | 1 | -6 | -4 | -1.2 | -16 | -20 | 1 | -0.2 | 1.0
O=C(C1=C[C@@H](c2coc3ccccc3c2=O)C[C@@H](OCc2ccc(CO)cc2)O1)N1CCN(Cc2ccc3c(c2)OCO3)CC1 | -8 | 0.8 | -1 | 23 | 1.0 | 3 | -1 | 0.8 | 0.0 | 0.8
Fc1ccc(Cn2c(SCc3ccc(F)c(C(F)(F)F)c3)nnc2C(F)(F)F)cc1 | 1 | 0.9 | 2 | -7 | -0.5 | -2 | . | 0.9 | -0.2 | 6.2
O=C(Cn1c(-c2cncs2)nc2ccccc21)NCCc1ccccc1 | -2 | 1 | -5 | -9 | 2.2 | -12 | 4 | 0.9 | -0.2 | 1.9
CN1CCN(C(=O)c2cc(Cl)cc(Cl)c2NC(=O)c2ccco2)CC1 | -5 | 1.1 | -2 | -2 | -0.1 | 0 | -20 | 1.1 | -0.1 | 1.3
Cc1nc2ccc(NC(=S)N3CCCC3)cc2nc1C | -2 | 1.1 | -6 | -5 | 0.3 | -8 | -9 | 0.5 | -0.1 | -0.8
O=C(Cn1cnc([N+](=O)[O-])c1)NCc1ccc(F)cc1 | 3 | 0.8 | -3 | -11 | -7.2 | -8 | . | 0.9 | -0.1 | 4.1
C=CCn1c(COc2ccccc2)nnc1SCC(=O)Nc1ccc(S(N)(=O)=O)cc1 | 0 | 0.9 | -4 | -5 | -0.5 | -6 | -11 | 0.9 | -0.1 | 3.8
O=C1CC(c2cccnc2)c2cc3c(cc2N1)OCCO3 (centres undefined) | 2 | 0.8 | -1 | -5 | -0.7 | 5 | -36 | 0.8 | -0.5 | 0.6
CC(C)C(NC(=O)C1CCCCC1)C(=O)Nc1ccc2c(c1)OCCO2 (centres undefined) | -3 | 1 | -3 | -3 | -0.1 | -8 | 11 | 0.9 | 0.6 | 1.9
CCOC(=O)N1CCC(NC(=O)COc2cc(=O)n(C)c3ccccc23)CC1 | -6 | 1 | -7 | -6 | -0.9 | -20 | -26 | 1 | -0.4 | -1.0
Cc1ccc2c(CC(=O)NCc3cccs3)coc2c1 | -1 | 1.1 | -6 | -3 | 0.1 | -9 | -20 | 1 | -0.2 | 0.1
N#C/C(=C(/O)COc1ccc(Cl)cc1)c1nc2ccccc2s1 | -1 | 1.1 | -2 | -7 | 0.5 | -44 | -5 | 1 | -0.3 | 3.6
CCOC(=O)c1c(C2CC2)csc1NC(=O)COC(=O)c1ccc[n+]([O-])c1 | -7 | 0.9 | -2 | -1 | -0.1 | -6 | -5 | 1 | -0.3 | 5.6
COc1ccc(OC)c(CNC(=O)CCc2nc(-c3cccs3)no2)c1 | 2 | 1 | -2 | -7 | 0.0 | 2 | -19 | 1 | -0.2 | 0.3
Cn1cccc1C(C#N)c1cccc(F)c1C#N (centres undefined) | -8 | 1 | 4 | 12 | -0.2 | -2 | -7 | 1 | 0.0 | -0.1
COc1ccc(N=C2NC(=O)/C(=C/c3ccc(O)c(OC)c3)S2)cc1 | -1 | 0.9 | 13 | 3 | 0.3 | -9 | 2 | 1 | -0.4 | 7.5
CC(C)Cn1c(SCC(=O)c2c(N)n(C)c(=O)n(C)c2=O)nc2ccccc21 | 2 | 0.9 | -5 | -2 | -3.2 | -7 | . | 1 | -0.2 | 1.7
CCOC(=O)c1ccc(NC(=O)CSc2nc3c(c(=O)n2C)SC(C)C3)cc1 (centres undefined) | -2 | 0.9 | -5 | 22 | -1.9 | -20 | -30 | 0.9 | -0.3 | 3.3
CC(=O)c1ccc(OCCN2CCOCC2)cc1 | -3 | 1 | -1 | -1 | 1.5 | -17 | . | 1.1 | -0.2 | -0.3
CCOC(=O)c1nnc(-c2ccc(C)cc2)nc1Sc1ccccc1Cl | 0 | 0.8 | 0 | 39 | 0.4 | -2 | . | 0.9 | 0.0 | 5.6
COc1ccc(S(=O)(=O)N(C)CC(=O)Nc2ccccc2C(F)(F)F)cc1OC | -2 | 0.9 | -3 | 3 | 2.1 | -12 | -20 | 1 | -0.3 | 0.8
C[C@@H](C(=O)N1CCNCC1)n1cc(CCCN=C(N)N)nn1 | 2 | 1 | -1 | 0 | 0.6 | -1 | 4 | 1 | 0.1 | 1.3
O=C(Nc1ccccc1)C1=C[C@H](C2CC2)C[C@H](OCCCCO)O1 | -1 | 0.9 | 4 | 7 | -0.9 | -9 | 5 | 0.8 | 0.1 | -0.2
COc1ccc(OC)c2sc(N3CCCCC3)nc12 | 3 | 0.9 | -4 | 4 | -2.1 | -12 | -37 | 0.9 | 0.0 | -0.4
COC(=O)CSC1=NS(=O)(=O)c2ccccc21 | 1 | 0.9 | -3 | -7 | 4.5 | -28 | -70 | 1 | -0.1 | -1.1
CCc1nnc(NC(=O)CSc2nnc(-c3ccco3)n2CC)s1 | 2 | 1 | -8 | -1 | -14 | -12 | 2 | 1 | -0.3 | 1.0
O=C(N/N=C/c1c(-c2ccccc2)[nH]c2ccccc12)c1cccnc1 | -6 | 0.9 | -8 | 32 | 0.0 | -14 | 15 | 0.9 | -0.2 | -0.4
O=C(Cn1nc(C(F)(F)F)cc1C1CC1)NCc1ccccc1F | -2 | 1 | -4 | -3 | 0.0 | -8 | 4 | 0.9 | 0.0 | 1.9
O=c1ccc(-c2ccc([N+](=O)[O-])cc2)nn1-c1ccccc1 | -2 | 1 | 4 | 22 | -1.6 | 6 | -9 | 1 | -0.1 | 2.5
COc1ccc(N2CCN(S(=O)(=O)c3cccc4nsnc34)CC2)cc1 | -5 | 1 | -4 | -7 | -0.2 | 6 | . | 0.9 | 0.5 | 1.0
O=c1cc(CSc2nnc(-c3cccnc3)n2-c2ccccc2F)nc2sccn12 | 0 | 1 | -3 | -4 | -0.3 | -9 | . | 0.9 | -0.2 | 0.7
CCCC(=O)Nc1ccc(Oc2ccc(NC(=O)CCC)cc2)cc1 | -9 | 1.1 | -1 | -10 | 1.4 | -7 | . | 1.1 | -0.1 | 2.9

Five structures out of the list, sorted by count of non-hydrogen atoms, largest number first.
SMILES | Efa HMGR inh | PMI act | TNAP inh hiacc | Lmaj promast | Redox H2O2 prof | TNAP inh no acc | S1P3 antagonist | PMI act satM6P | Hsp70 activator | RAM network inh
O=C(N/N=C/c1c(-c2ccccc2)[nH]c2ccccc12)c1cccnc1 | -6 | 0.9 | -8 | 32 | 0.0 | -14 | 15 | 0.9 | -0.2 | -0.4
CCCC(=O)Nc1ccc(Oc2ccc(NC(=O)CCC)cc2)cc1 | -9 | 1.1 | -1 | -10 | 1.4 | -7 | . | 1.1 | -0.1 | 2.9
O=C(Cn1nc(C(F)(F)F)cc1C1CC1)NCc1ccccc1F | -2 | 1 | -4 | -3 | 0.0 | -8 | 4 | 0.9 | 0.0 | 1.9
O=c1ccc(-c2ccc([N+](=O)[O-])cc2)nn1-c1ccccc1 | -2 | 1 | 4 | 22 | -1.6 | 6 | -9 | 1 | -0.1 | 2.5
COC(=O)CSC1=NS(=O)(=O)c2ccccc21 | 1 | 0.9 | -3 | -7 | 4.5 | -28 | -70 | 1 | -0.1 | -1.1
